FLuc counter – counter-screen for miR-21 project: firefly luciferase inhibitors or activators; Potency, µM (top dose mostly 57.5 µM), for inactives: at the highest dose activity change, negative = inhibition, actives largely listed as inhibitors; actives 6.9% (n = 360,000); P08659; purified FLuc, Km substrates, luminescence inhibition;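 further: potency means the concentration at half of the fitted maximal effect; plate controls were vehicle for no effect and reference inhibitor for full effect; nearly all actives have a fitted effect of over 55% in size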
Target sequence (P08659 whole entry, looked up): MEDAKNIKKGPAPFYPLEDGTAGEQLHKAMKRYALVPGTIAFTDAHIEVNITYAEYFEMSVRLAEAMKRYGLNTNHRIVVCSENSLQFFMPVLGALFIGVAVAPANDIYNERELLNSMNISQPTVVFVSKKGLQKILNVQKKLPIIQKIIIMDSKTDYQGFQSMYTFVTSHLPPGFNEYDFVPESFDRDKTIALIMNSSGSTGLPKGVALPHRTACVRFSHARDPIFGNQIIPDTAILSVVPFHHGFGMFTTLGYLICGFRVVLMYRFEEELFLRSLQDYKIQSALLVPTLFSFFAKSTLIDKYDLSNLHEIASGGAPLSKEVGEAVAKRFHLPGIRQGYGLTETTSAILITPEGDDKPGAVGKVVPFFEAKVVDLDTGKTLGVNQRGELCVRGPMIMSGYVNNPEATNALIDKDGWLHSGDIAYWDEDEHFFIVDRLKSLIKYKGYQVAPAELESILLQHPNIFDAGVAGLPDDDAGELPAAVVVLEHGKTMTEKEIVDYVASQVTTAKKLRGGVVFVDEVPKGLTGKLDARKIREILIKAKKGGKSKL
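Purified P. pyralis luciferase (10nM final) with 10uM D-luciferin and 10uM ATP (Km levels) in 50mM Tris acetate pH 7.5, 10mM Mg acetate, 0.01% Tween-20, 0.05% BSA; qHTS 6-point titration, ~60 µM downward; luminescence read.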
Rab9 prom act – Rab9 promoter activation. Huh7 Rab9 promoter-luciferase reporter, luminescence, 24 h. Potency, µM (series often up to 9.22 µM), without a hit: top-dose activation, negative = inhibition, hits mostly activators. actives 2.8% (n = 320,000). AID 485297; further: potency means the concentration at half of the fitted maximal effect; % of control where 0% means no effect; nearly all actives have a fitted effect of over 60% in size
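Luminescence from Amplite-detected luciferase (10 minutes, ambient) reports Rab9 promoter activation. Before that, stable Rab9-luciferase Huh7 cells (1500/well, reduced-serum OP-MEM I plus 10% FBS) were exposed to compound for 24 hours at 37C.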
p53 reactivator – re-activators of mutant p53. H1299 p53-A138V BP100-luciferase reporter, luminescence, 24 h. Potency, µM (doses to about 92.2 µM), without a hit: at the top dose activity change, positive = activation, usual class: activators. actives 0.063% (n = 320,000); further: potency means the concentration at half of the fitted maximal effect; % of control where 0% means no effect; nearly all actives have a fitted effect of over 45% in size
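H1299 (p53-null), stable ts p53-A138V + BP100-Luc; 1000 cells/well, Opti-MEM/10% FBS; cpd 4 pt, 1:5; 24 h, 37 deg C, 5% CO2; detection reagent 10 min RT; luminescence.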
RORg inh – ROR gamma (mouse) transcription inhibition | Drosophila S2 Gal4-RORgamma UAS-luciferase reporter, 20 h | Potency, µM (doses to about 53.6 µM), inactives show at the top dose activity change, negative = inhibition, usual class: inhibitors | actives 5.4% (n = 310,000); further: potency means the concentration at half of the fitted maximal effect; on the % scale 0 is the no-effect control and ±100 the full control effect; nearly all actives have a fitted effect of over 60% in size
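Luciferase reporter read in Schneider cells carrying Gal4-RORγ (mouse) and UAS-Photinus luciferase; cells given compound 1 h before 700 uM copper sulfate induction, then incubated 20 h at ambient temperature.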
NPC1 promoter act – activates the NPC1 promoter | Huh7 NPC1 promoter luciferase reporter, 24 h | Potency, µM (top dose mostly 9.22 µM), without a hit: top-dose activation, most hits filed as activators | actives 2.4% (n = 320,000) | AID 485313;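 further: potency means the concentration at half of the fitted maximal effect; % of control where 0% means no effect; nearly all actives have a fitted effect of over 60% in size; reporter is driven by a mutant NPC1 promoter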
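Luciferase expression driven by the NPC1 promoter was measured in stably transfected Huh7 cells after a 24 h compound incubation, using a luciferase reagent and a luminescence read.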
ELG1 genotox – genotoxicity induction in ELG1-luciferase HEK293T cells; HEK293T ELG1-luciferase reporter, luminescence, 16 h; Potency, µM (titrated, usually from 46 µM), without a hit: at the top dose activity change, positive = activation, usual class: activators; actives 1.3% (n = 330,000); further: potency means the concentration at half of the fitted maximal effect; % of control where 0% means no effect; nearly all actives have a fitted effect of over 60% in size
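After overnight (16 hr) compound treatment at 37 °C, ELG1-luciferase HEK293T cells were lysed with ONE-Glo; luminescence quantified 30 min later at room temperature.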
BRCA1 expr act – BRCA1 expression activation. MCF7-BRCA1-FFLuc reporter, luminescence, 48 h; response scale: scaled: vehicle 0%, 10 µM genistein 100%. Potency, µM (doses to about 46.1 µM), for inactives: at the top dose activation, usual class: activators. actives 1.1% (n = 380,000). AID 624202; further: potency means the concentration at half of the fitted maximal effect; nearly all actives have a fitted effect of over 80% in size; some results filed as inactive show a strong effect at the top dose
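Luminescence from a BRCA1-driven firefly luciferase in MCF7 cells was read after 48 h compound exposure at 37 C. Data normalized against DMSO and a 10microM genistein activation control, then curve-fitted across the titration.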
TRPV1 ag – agonists of human vanilloid receptor 1 (TRPV1); TRPV1-expressing cells, Fluo-8 calcium influx, agonist mode; Q8NER1; activation, % at 8.33 µM; AID 540275; actives 0.19% (n = 320,000); in the data active means activation above about 80%; inconclusive means between about 30% and that limit; further: 0% is about no effect
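Fluo-8 calcium influx in TRPV1-expressing cells, kinetic read (ex 480/em 520 nm). Compound added and read 3 min for agonist activity, followed by capsaicin at EC20 final and 2 min further read for enhancement.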
Tb PFK block – T. brucei PFK enzyme inhibition; O15648; T. brucei PFK, ADP-Glo luminescence; Potency, µM (series often up to 57.5 µM), for the others: at the highest dose activity, negative = inhibition, hits mostly inhibitors; actives 0.17% (n = 330,000);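 further: potency means the concentration at half of the fitted maximal effect; 0% = uninhibited 1x PFK enzyme wells and -100% = no-enzyme wells; nearly all actives have a fitted effect of over 60% in size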
Target sequence (O15648 whole entry, looked up): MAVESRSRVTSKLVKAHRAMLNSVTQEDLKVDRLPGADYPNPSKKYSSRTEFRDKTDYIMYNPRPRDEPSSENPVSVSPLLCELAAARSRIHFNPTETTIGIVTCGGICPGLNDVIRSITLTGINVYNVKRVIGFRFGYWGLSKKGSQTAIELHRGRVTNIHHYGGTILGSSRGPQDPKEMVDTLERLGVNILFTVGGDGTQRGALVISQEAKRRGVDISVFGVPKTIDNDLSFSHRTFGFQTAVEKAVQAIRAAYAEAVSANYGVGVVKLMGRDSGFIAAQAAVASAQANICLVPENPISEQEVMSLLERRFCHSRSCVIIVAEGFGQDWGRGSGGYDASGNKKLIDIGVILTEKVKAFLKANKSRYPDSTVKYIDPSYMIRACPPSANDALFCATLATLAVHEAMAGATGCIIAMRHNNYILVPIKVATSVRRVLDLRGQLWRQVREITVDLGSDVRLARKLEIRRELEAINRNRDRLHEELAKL
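In TEA buffer at pH 8.0 with 5 mM MgCl2, enzyme (1.25 nM) converted F6P (0.5 mM) and ATP (0.1 mM) for 45 min at room temperature. ADP product was read by luciferase luminescence.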
ELG1 repair inh – ELG1-dependent DNA repair inhibition. HEK293T ELG1-luciferase reporter, luminescence, 16 h; DNA damage induced by 5-fluorouridine. Potency, µM (titrated, usually from 46.1 µM), for inactives: at the highest dose activity change, negative = inhibition, most hits filed as inhibitors. actives 2.3% (n = 330,000). AID 504467; further: potency means the concentration at half of the fitted maximal effect; on the % scale 0 is the no-effect control and ±100 the full control effect; nearly all actives have a fitted effect of over 55% in size
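HEK293T cells expressing luciferase-tagged ELG1 (2,000/well) received 5-Fluorouridine plus compound or DMSO for 16 hr at 37 °C. Luciferase was read by ONE-Glo luminescence after 30 min at room temperature.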
VP16 counter – counter-screen for ROR gamma inhibitors: Gal4-VP16 reporter; actives 3.5% (n = 310,000); Potency, µM (top dose mostly 53.6 µM), without a hit: top-dose activity, negative = inhibition, most hits filed as inhibitors; Drosophila S2 Gal4-VP16 UAS-luciferase, luminescence, 20 h;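 further: Gal4-VP16 expression switched on by copper sulfate through the metallothionein promoter; potency means the concentration at half of the fitted maximal effect; on the % scale 0 is the no-effect control and ±100 the full control effect; nearly all actives have a fitted effect of over 50% in size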
* hit, by the source's call; ? = inconclusive; . = not tested or not shown; & = joins results of further samples; [ ] = dose if it differs, or a comment. Unless noted, the call rests on the fitted dose curve; in most records, active means well fitted curve in the direction sought with a large enough effect; inconclusive means small, poorly fitted or top-dose-only effect, or another doubt; inactive means no such curve, though single readings can be large; an effect the other way counts as inactive or inconclusive.

SMILES	FLuc counter	Rab9 prom act	p53 reactivator	RORg inh	NPC1 promoter act	ELG1 genotox	BRCA1 expr act	TRPV1 ag	Tb PFK block	ELG1 repair inh	VP16 counter
CCOc1cc(/C=N/Nc2cccc(C(=O)O)c2)ccc1OCC(=O)N1CCCCC1	21µM*	4.5µM*	4%	-4%	4µM*	?	63%	-2	-4%	?	-22%
CCOC(=O)N1CCN(C(=O)/C(=C/c2cccc3ccccc23)NC(=O)c2ccc(OC)c(OC)c2)CC1	0%	-7%	-8%	20%	-3%	0%	-13%	-2	0%	?	-9%
COc1cc(/C=C(\NC(=O)c2ccccc2)C(=O)NCCO)c([N+](=O)[O-])cc1OC	1%	-1%	18%	-4%	0%	0%	10%	0	0%	1%	-22%
COc1ccc2c(CN3CCN(S(=O)(=O)c4cccs4)CC3)cc(=O)oc2c1	-2%	4%	?	?	-1%	-10%	-5%	8	0%	23µM*	4%
CC(=O)Nc1ccc(C=NNc2ccc(S(=O)(=O)Nc3ccccc3C(=O)O)cc2[N+](=O)[O-])cc1	.	.	-8%	.	.	7%	-15%	.	11%	15%	.
O=C1c2ccccc2C(=O)N1CCCn1ccnc1	-1%	-5%	3%	-22%	-3%	-3%	-13%	-1	1%	-16%	7%
CC(CCC(=O)Nc1nncs1)C(=O)O (centres undefined)	0%	-2%	1%	6%	-1%	-5%	-5%	1	0%	12%	6%
COc1ccc(OC)c(-c2c[n+](=O)c3c(n2[O-])CCCC3)c1	-2%	8%	0%	39%	8%	0%	35%	-5	-1%	4%	-2%
C=CCNC(=S)NCC	3%	1%	0%	-18%	-3%	0%	3%	3	-5%	7%	-10%
O=C(NC(=S)NCc1ccc(Cl)cc1Cl)c1ccco1	.	.	-9%	.	.	7%	-25%	.	1%	11%	.
COc1ccccc1NC(=O)CN(c1ccccc1F)S(C)(=O)=O	7%	-1%	-3%	2%	-3%	-1%	0%	2	-2%	0%	-2%
CN(c1ccc(C(=O)NC2CC3CCC2C3)cc1)S(C)(=O)=O (centres undefined)	-1%	10%	-5%	15%	10%	5%	22%	1	-1%	26%	13%
CC(C)[C@H](N)c1nnc(SCC(=O)c2ccc(Cl)cc2)o1	-6%	9%	11%	0%	6%	5%	2%	-3	-2%	24%	8%
c1ccc(C2[C@H]3CN(CC4CCCCC4)[C@H](c4ccccc4)C34CC2(c2ccccc2)C4)cc1 (some centres undefined)	-1%	-1%	5%	-12%&-5%	0%	3%	0%	6	-5%	4%	-4%&1%
CCC(C)(C)NC(=O)CCn1c(-c2ccccc2)cc(C(C)=O)c1C	-7%	-3%	7%	-9%	-3%	3%	-4%	?	1%	7%	-16%
NS(=O)(=O)c1ccc2c(c1)oc(=O)c1cc(S(N)(=O)=O)ccc12	-3%	-8%	2%	1%	-4%	1%	-17%	2	-5%	1%	-2%
CN(C)/C=C/C(=O)c1cccc(Oc2ncccn2)c1	-1%	1%	-2%	-16%	-2%	2%	9%	-1	-2%	12%	-16%
CCOC(=O)CNC(=O)CSc1nc(-c2ccc(OC)cc2)ns1	12µM*	17%	0%	-19%	5%	0%	19%	3	-3%	13%	-5%
C=CCN(C(=O)CCC(=O)Nc1cc(C)on1)C(C(=O)NC(C)(C)C)c1cccc(OC)c1OC (centres undefined)	2%	3%	-6%	7%	-5%	7%	-18%	-1	-1%	11%	5%
Cn1c(C(=O)NCCOc2ccccc2Cl)cc(=O)n(C)c1=O	-1%	-3%	0%	-1%	-1%	3%	16%	1	-2%	-3%	-3%[10 µM]
Cc1c(C)n(CCc2ccccc2)c2ncnc(NCCCN(C)C)c12	-2%	-11%	2%	0%	4%	1%	-68%	3	-7%	?	3%
COC(=O)[C@@H]1CC[C@H](C)[C@@H](c2ccc(C)cc2)N1C(=O)c1ccc(/C=N/O[C@@H](C)CN2CCCCc3nc(C)c(C)cc32)cc1	4%	-12%	14%	?	-5%	0%	.	-2	0%	?	20µM*
Clc1ccc2nc(N3CCCCC3)[nH]c2c1	4.8µM*	1.4µM*	?	-22%	1.6µM*	2.1µM*	?	?	0%	?	-22%
COc1ccc(C(=O)CSc2nnc(CCc3ccccc3)n2-c2ccccc2)cc1	1%	-7%	1%	16µM*	-3%	-4%	-30%	8	2%	-13%	?
CCC(CC)C(=O)Nc1cccc(C(=O)NCc2ccco2)c1	7%	-2%	5%	7%	0%	1%	-33%	3	-10%	7%	0%
Nn1c(SCC(=O)NC(=O)NCc2ccco2)nnc1-c1ccc(OC(F)F)cc1	3%	-5%	-5%	-10%	2%	-1%	-13%	-6	-22%	-3%	3%
CCc1ccc(N2CCN(C(=O)c3ccc(OC)c(OC)c3)CC2)cc1	0%	-6%	-2%	?	0%	?	-14%	-2	-5%	?	?
O=C(/C=C/c1cccc([N+](=O)[O-])c1)Nc1ccc(NC(=O)c2cccs2)cc1	1%	9%	-15%	-23%	-1%	?	-1%	-9	-10%	7%	1%
CCCOc1ccc(/C=C/C(=O)N2CCN(c3ccccn3)CC2)cc1	?	2%	1%	40%	-3%	2%	29%	-1	-2%	-13%	-11%
CCCCn1c(NC(C)CC)nc2c1c(=O)[nH]c(=O)n2C (centres undefined)	2%	1%	-7%	-13%	-4%	5%	-26%	4	1%	14%	20%
O=c1c2ccccc2nc2n1CCCN2	4%	2%	1%	2%	-2%	1%	34%	-2	4%	-8%	0%
O=C(NCCN1CCOCC1)c1ccccc1Oc1ccccc1	-1%	-2%	-9%	3%	1%	-1%	-12%	0	-15%	0%	-6%
CCc1ccc(NC(=O)CCNC(=O)Cn2ccc3ccccc3c2=O)cc1	2%	3%	2%	-11%	2%	10%	-3%	-3	-2%	5%	0%
O=C(CN1C(=O)NC2(CCc3ccccc32)C1=O)NCCc1ccccc1 (centres undefined)	.	-4%	-11%	.	0%	-1%	14%	-1	-5%	1%	.
CCCN(CC(=O)Nc1ccccc1C)C(=O)/C=C/c1cccs1	0%	0%	-3%	12%	-2%	0%	-3%	11	6%	-3%	-7%
O=C(Nc1ccc(NC(=O)c2ccccc2F)cc1)c1ccccc1F	-2%	3%	3%	0%	-6%	10%	38%	-1	1%	?	-2%
N#C/C(=C\c1cccc(O)c1)C(=O)Nc1ccc2c(c1)OCCO2	0.48µM*	7%	26%	-3%	1%	16%	2%	26	0%	?	-26%
O=C(Cc1cccc2ccccc12)N/N=C/c1ccc(Sc2cccc3cccnc23)o1	3%	-12%	-1%	?	1%	-11%	.	2	-1%	16µM*	?
CN(C)c1cccc(C(=O)NCC2CCCO2)c1 (centres undefined)	-4%	27%	?	?	16%	?	80%	1	-7%	?	16%
S=c1nc(NCc2ccc3c(c2)OCO3)c2ccccc2[nH]1	-1%	10%	0%	13µM*	13%	2%	26%	3	-5%	16%	?
N#Cc1cnc2sc3ccccc3n2c1=N	24µM*	?	?	-10%	24%	14µM*	?	-7	1%	?	-8%
CCOc1ccc(CCNC(=O)CCS(=O)(=O)c2ccc(OC)cc2)cc1OCC	-2%	-9%	1%	17%	-4%	8%	-4%	1	?	0%	-2%
O=C(CNC(=O)c1cccs1)NCC(=O)OCc1ccc(Cl)cc1	3%	-5%	1%	7%	-7%	2%	-1%	1	-1%	-3%	-8%
Cn1c(=O)[nH]c(=O)c2c1nc(N/N=C/C(Br)=C/c1ccccc1)n2CCO	-9%	-4%	11%	-41%	0%	-1%	-17%	-6	1%	0%	7%
Nn1c(SCC(=O)NC2CCS(=O)(=O)C2)nnc1-c1ccco1 (centres undefined)	.	.	8%	.	.	4%	-20%	.	-5%	13%	.
O=C(COc1ccccc1)Nc1ncc2c(n1)CCCC2=O	2%	12%	-3%	0%	1%	2%	-18%	0	15%	11%	4%
CC(C)(C)OC(=O)C[C@@H]1C/C=C\C[C@@H](CC(=O)N(CCO)Cc2ccccc2)C(=O)NCCOC1=O	.	.	0%	.	.	2%	0%	.	-2%	13%	.
O=C(CC1C(=O)NCCN1C/C=C/c1ccccc1)NCCc1ccncc1 (centres undefined)	-3%	-2%	-2%	15%	-3%	2%	1%	-1	-5%	2%	1%
Cc1cccc(NC(=O)c2ccc(-n3ccnc3)nc2)c1	-14%	-2%	-1%	?	4%	4%	19%	?	-1%	2%	-3%
